# NOD1 NF-kB reporter: NOD1 signaling inhibitors, primary screen, cell-based, luminescence, uHTS (AID 1578). NOD1-driven NF-kB luciferase reporter cells, luminescence; higher % means a stronger effect. inhibition, % at 4 µM, or EC50 in µM where a hit was titrated. 290,000 compounds, 1% hits; in the data active = inhibition mostly above about 36%, no sharp cut-off; inactive = mostly below about 34%;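 also: HEK-293T reporter cells stimulated with the NOD1 agonist gamma-tri-DAP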
# XIAP antagonists: XIAP antagonists, biochemical, IAP family, fluorescence polarization (AID 1018); E3 ubiquitin-protein ligase XIAP (Homo sapiens); XIAP BIR domain, fluorescence polarization peptide displacement; higher % means a stronger effect; displacement, % at 20 µM; hits with a dose series show IC50 in µM; 200,000 compounds, 0.007% hits; in the data active = displacement above about 50%; also: a part of the inactive calls stands beside numbers as strong as those of hits
# PMI inhibitors: inhibitors of human PMI, primary screen, biochemical, fluorescence intensity, coupled assay (AID 1209); purified PMI enzyme, coupled fluorescence intensity; higher % means a stronger effect; inhibition, % at 20 µM; hits with a dose series show IC50 in µM; 190,000 compounds, 0.42% hits;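 also: plate controls were DMSO vehicle for no effect and wells lacking substrate for full effect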
# NOD2 inhibition: NOD2 signaling inhibitors, cell-based, luminescence, uHTS, HEK293 (AID 1566); HEK293 NOD2/NF-kB luciferase reporter, luminescence; higher % means a stronger effect; inhibition, % at 4 µM, or EC50 in µM where a hit was titrated; 290,000 compounds, 0.63% hits; also: many of its hits are not listed in these tables
# LYP inhibition: inhibitors of LYP phosphatase, biochemical, fluorescence intensity, uHTS (AID 1779); recombinant LYP phosphatase, fluorescence intensity; higher % means a stronger effect; one-dose inhibition, % at 11.5 µM; IC50 in µM for titrated hits; 290,000 compounds, 0.054% hits;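 also: plate controls were vehicle with enzyme for no effect and no enzyme for full effect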
# TNAP activation fold: human TNAP enzyme activators, primary screen, biochemical, luminescent, no phosphate acceptor, uHTS (AID 1001); Alkaline phosphatase, tissue-nonspecific isozyme (Homo sapiens); purified TNAP, luminescent activation assay, no phosphate acceptor; higher activation fold means a stronger effect; 200,000 compounds, 0.03% hits; activation fold at 20 µM, or EC50 in µM where a hit was titrated; in the data active = activation fold from about 3, or a potency from the dose series; inactive = the rest, 99 in 100 with activation fold below about 1.6; also: many of its hits are not listed in these tables
# KOR beta-arrestin-1: KOR agonists, beta-arrestin recruitment, primary screen, cell-based, luminescence, uHTS (AID 1777) | Kappa-type opioid receptor (Homo sapiens) | KOR beta-arrestin recruitment, luminescence; higher % means a stronger effect | activation, % at 10 µM; hits with a dose series show EC50 in µM | 280,000 compounds, 0.02% hits; in the data active = activation above about 50%, passing the limit was not always enough; also: a part of the inactive calls stands beside numbers as strong as those of hits
# PMI inhibition: human PMI inhibitors, high substrate, primary screen, biochemical, fluorescence intensity, high mannose 6-phosphate (AID 1220). inhibition, % at 20 µM, or IC50 in µM where a hit was titrated. 190,000 compounds, 0.66% hits. Mannose-6-phosphate isomerase (Homo sapiens). recombinant PMI enzyme, coupled fluorescence intensity; higher % means a stronger effect
# KOR beta-arrestin-2: KOR antagonists, beta-arrestin recruitment, cell-based, luminescence, uHTS (AID 1778) | Kappa-type opioid receptor (Homo sapiens) | KOR beta-arrestin recruitment, luminescence, antagonist mode; higher % means a stronger effect | inhibition, % at 10 µM, or IC50 in µM where a hit was titrated | 290,000 compounds, 0.091% hits; also: strong numbers were not always called active
# * marks the source's active call; other numbers are inactive results; x = no result given; [ ] = remark or other dose. Rule as the data show it, unless noted: active = inhibition above about 50%; inactive = the rest.
SMILES,NOD1 NF-kB reporter,XIAP antagonists,PMI inhibitors,NOD2 inhibition,LYP inhibition,TNAP activation fold,KOR beta-arrestin-1,PMI inhibition,KOR beta-arrestin-2
COc1ccc(OC)c(CC(=O)O)c1,-5%,-2.3%,-8%,-3%,-7%,1.1,3.0%,-7%,-19%
O=c1[nH]c(=O)n(-c2cccc(Cl)c2)c(O)c1C=NCCCN1CCOCC1,-3%,-8.7%,4%,-1%,-6%,1,-4.5%,14%,-22%
CCN(CC)c1ccc(N=Cc2c(O)n(CCC3=CCCCC3)c(=O)[nH]c2=O)cc1,17%,-8.5%,25%,9%,7%,1.1,6.9%,58%*,13%
COc1ccc(NC(=S)NC(NC(=O)CF)C(Cl)(Cl)Cl)cc1[N+](=O)[O-] (stereo not given),-26%,2.3%,-2%,0%,3%,1,-1.2%,14%,13%
O=C(O)CCC(=O)NCCC1=c2ccccc2=N/C1=C\c1c(O)n(Cc2ccc(F)cc2)c(=S)[nH]c1=O,-12%,x,x,14%,2%,x,7.4%,x,-5%
Cc1cc(C=C2C(=O)NC(=S)NC2=O)c(C)n1C1CCCC1,25%,-13%,-60%,-22%,4%,0.8,3.4%,-109%,-23%
Cc1ccccc1CCNCc1ccc(Br)cc1,-31%,-0.7%,-4%,5%,-10%,1.1,-0.7%,-3%,28%
Cc1nc2ccccc2c(=O)n1-c1ccc(Cl)cc1[N+](=O)[O-],-22%,-6.9%,-2%,-16%,4%,1,-3.1%,2%,1%
O=C(COc1ccc(S(=O)(=O)N2CCCCC2)cc1)N1CCN(Cc2ccccc2)CC1,0%,-2.0%,-2%,-4%,-3%,1.1,1.5%,-4%,13%
O=C(CF)NC(Nc1cccc2cccnc12)C(Cl)(Cl)Cl (stereo not given),8%,1.0%,22%,12%,-2%,1,-2.0%,25%,-8%
Cn1c(O)c(C=NCc2cccs2)c(=O)n(C)c1=O,-7%,4.2%,-3%,4%,-2%,1.2,x,-8%,6%
CC(C)(C)n1cc(C(=O)c2ccccc2OCCCF)cn1,-1%,x,x,-13%,-4%,x,-3.7%,x,-9%
O=C(c1ccco1)c1cn(Cc2ccc(Cl)cc2)c2ccccc12,4%,-4.0%,-1%,-36%,6%,1,0.2%,1%,-40%
OCCN(CC#CC(O)(c1ccccc1)C1CCCC1)CCO (stereo not given),10%,-0.8%,-3%,7%,-7%,1.2,-5.8%,-5%,-4%
CCCCn1c(=O)c(C(=O)Nc2ccccc2C)c(O)c2ccccc21,21%,x,x,3%,-1%,x,-1.4%,x,40%

# A draw from above in order of SMILES length, smallest number first.
SMILES,NOD1 NF-kB reporter,XIAP antagonists,PMI inhibitors,NOD2 inhibition,LYP inhibition,TNAP activation fold,KOR beta-arrestin-1,PMI inhibition,KOR beta-arrestin-2
Cc1ccccc1CCNCc1ccc(Br)cc1,-31%,-0.7%,-4%,5%,-10%,1.1,-0.7%,-3%,28%
O=C(c1ccco1)c1cn(Cc2ccc(Cl)cc2)c2ccccc12,4%,-4.0%,-1%,-36%,6%,1,0.2%,1%,-40%
O=c1[nH]c(=O)n(-c2cccc(Cl)c2)c(O)c1C=NCCCN1CCOCC1,-3%,-8.7%,4%,-1%,-6%,1,-4.5%,14%,-22%
O=C(COc1ccc(S(=O)(=O)N2CCCCC2)cc1)N1CCN(Cc2ccccc2)CC1,0%,-2.0%,-2%,-4%,-3%,1.1,1.5%,-4%,13%

# More compounds follow.
SMILES,NOD1 NF-kB reporter,XIAP antagonists,PMI inhibitors,NOD2 inhibition,LYP inhibition,TNAP activation fold,KOR beta-arrestin-1,PMI inhibition,KOR beta-arrestin-2
O=C1c2ccccc2C(=O)N1Cc1nc2ccccc2c(=O)n1-c1cccnc1,-16%,-3.0%,-2%,-4%,-11%,1.1,-2.0%,3%,-27%
Cc1cccc(C)c1NC1=NCCCCS1,-16%,-9.5%,2%,4%,-5%,1.1,6.1%,-4%,4%
COCCOC(=O)C1=C(C)OC(N)=C(C(=O)OC)C12C(=O)Nc1ccccc12 (stereo not given),-10%,-4.1%,8%,11%,-6%,1.1,-0.5%,7%,-2%
CC/C(=N\Nc1ccccc1)c1c(O)n(C)c(=O)n(C)c1=O,-52%,-6.3%,-34%,-80%,-3%,1,-1.7%,-50%,14%
COc1ccc2c3c1OC1C(O)C=CC4C(C2)[N+](C)(C)CCC341 (stereo not given),-2%,x,x,19%,-7%,x,-5.4%,x,19%
Cc1cc(C=C2C(=O)NC(=O)NC2=O)c(C)n1-c1ccncc1,6%,1.8%,-38%,9%,-6%,1,-0.6%,-36%,0%
Fc1ccc(C2=CCN(C(c3ccc(Cl)cc3)c3nnnn3Cc3ccccc3)CC2)cc1 (stereo not given),-11%,-5.4%,21%,-20%,4%,1.1,10%,11%,-1%
CC1(C)CC(=O)C(C=NCCN2CCN(C(=O)Cc3ccc(Cl)cc3)CC2)=C(O)C1,10%,-5.7%,-9%,19%,-6%,1.1,-6.7%,-2%,-10%
Cc1ccccc1CN1CCNCC1,-21%,-2.7%,-15%,11%,-6%,1.1,5.6%,-23%,2%[20 µM]
CCOC(=O)c1c(C)n(Cc2ccccc2)c2ccc(OCC(O)CNC(C)(C)C)cc12 (stereo not given),4%,x,x,11%,-13%,x,-11%,x,-27%
O=C(c1ccc(C(F)(F)F)cc1)C1CCCN(Cc2ccncc2)C1 (stereo not given),x,-11%,10%,x,-11%,1,4.3%,9%,2%[20 µM]
O=C1Nc2cc(C(=O)N3CCC4(CC3)OCCO4)ccc2S/C1=C\c1ccccc1,4%,x,x,4%,-6%,x,-2.5%,x,-45%
CN(C)CCN=Cc1c(O)n(-c2cccc3ccccc23)c(=O)[nH]c1=O,-10%,-0.7%,11%,5%,-3%,1.1,-5.9%,7%,4%
CCC(C)C12CN3CCN(CC(C)(C3)C1O)C2 (stereo not given),-5%,-4.1%,5%,26%,-9%,1,-4.6%,8%,2%[20 µM]
CC1=NN(c2ccccc2)C(=O)C1/C=C1\C(=O)NC(=O)N(c2cc(C)cc(C)c2)C1=O (stereo not given),-20%,2.3%,-11%,17%,-3%,0.9,-1.8%,-7%,2%

# Look-ups from the results shown.
# PMI inhibition result of OCCN(CC#CC(O)(c1ccccc1)C1CCCC1)CCO (stereo not given) = -5%
# TNAP activation fold result of O=C1c2ccccc2C(=O)N1Cc1nc2ccccc2c(=O)n1-c1cccnc1 = 1.1

# Structures from the list above containing a Cl atom (seven):
SMILES,NOD1 NF-kB reporter,XIAP antagonists,PMI inhibitors,NOD2 inhibition,LYP inhibition,TNAP activation fold,KOR beta-arrestin-1,PMI inhibition,KOR beta-arrestin-2
O=c1[nH]c(=O)n(-c2cccc(Cl)c2)c(O)c1C=NCCCN1CCOCC1,-3%,-8.7%,4%,-1%,-6%,1,-4.5%,14%,-22%
COc1ccc(NC(=S)NC(NC(=O)CF)C(Cl)(Cl)Cl)cc1[N+](=O)[O-] (stereo not given),-26%,2.3%,-2%,0%,3%,1,-1.2%,14%,13%
Cc1nc2ccccc2c(=O)n1-c1ccc(Cl)cc1[N+](=O)[O-],-22%,-6.9%,-2%,-16%,4%,1,-3.1%,2%,1%
O=C(CF)NC(Nc1cccc2cccnc12)C(Cl)(Cl)Cl (stereo not given),8%,1.0%,22%,12%,-2%,1,-2.0%,25%,-8%
O=C(c1ccco1)c1cn(Cc2ccc(Cl)cc2)c2ccccc12,4%,-4.0%,-1%,-36%,6%,1,0.2%,1%,-40%
Fc1ccc(C2=CCN(C(c3ccc(Cl)cc3)c3nnnn3Cc3ccccc3)CC2)cc1 (stereo not given),-11%,-5.4%,21%,-20%,4%,1.1,10%,11%,-1%
CC1(C)CC(=O)C(C=NCCN2CCN(C(=O)Cc3ccc(Cl)cc3)CC2)=C(O)C1,10%,-5.7%,-9%,19%,-6%,1.1,-6.7%,-2%,-10%

# The listing continues:
SMILES,NOD1 NF-kB reporter,XIAP antagonists,PMI inhibitors,NOD2 inhibition,LYP inhibition,TNAP activation fold,KOR beta-arrestin-1,PMI inhibition,KOR beta-arrestin-2
Cc1ccc(-c2ccc(=O)n(CC(=O)N3CCC4(CC3)OCCO4)n2)cc1,-1%,-0.1%,-4%,13%,-9%,1.1,0.6%,6%,1%
C/C(=N\NC(=O)c1ccccc1O)c1c(O)n(Cc2ccccc2)c(=O)[nH]c1=O,-5%,x,x,6%,6%,x,-0.5%,x,0%
COc1ccccc1CCNCc1ccc(OC)c(OC)c1OC,13%,11%,-7%,18%,-6%,1.1,x,-16%,-48%[20 µM]
COc1cccc(-c2nc(CS(=O)CC(=O)N3CCC4(CC3)OCCO4)c(C)o2)c1 (stereo not given),-11%,-5.5%,9%,6%,-3%,1,4.8%,0%,-32%
CC(C)n1c(=O)c(C=Nc2ccc(S(N)(=O)=O)cc2)c(O)n(Cc2ccco2)c1=O,-38%,-8.5%,-20%,2%,9%,0.9,5.3%,-23%,-6%
CC(C)OC12Oc3ccccc3C=C1N1CCC2CC1 (stereo not given),-5%,-23%,-3%,3%,-1%,1,0.8%,8%,-36%
COc1ccc(OC)c(CN2CCN(C(=O)COc3cccc(C)c3)CC2)c1,15%,-4.8%,9%,12%,-10%,1.1,5.2%,-4%,2%
O=C(Cc1cc(=O)[nH]c(=O)[nH]1)N1CCN(CCO)CC1,-7%,-4.0%,-1%,10%,-2%,1.1,-5.8%,-6%,12%
Cc1ccccc1C(O)(Cc1ccccc1)C1CN2CCC1CC2 (stereo not given),6%,-0.6%,-9%,10%,-8%,0.9,-0.7%,-13%,-3%
CCOc1ccc(NC(=O)N2C[C@H]3C[C@@H](C2)c2cccc(=O)n2C3)cc1,-24%,x,x,-8%,-5%,x,-0.6%,x,-12%[20 µM]
Cc1ccc(N)c(C(=O)c2ccccc2)c1,12%,-1.7%,6%,0%,-3%,1,2.7%,3%,-8%
Cc1cc(NC(=O)CCl)no1,11%,-1.7%,-2%,-15%,-7%,1.1,x,-2%,-33%[20 µM]
OC(CN1CCC(c2c[nH]c3ccccc23)CC1)C(F)(F)F (stereo not given),1%,x,x,8%,-5%,x,-7.8%,x,20%
CN(C)C(Cc1ccc(C#N)cc1)C(=O)c1ccccc1 (stereo not given),-34%,-4.0%,10%,5%,6%,1,-3.6%,6%,21%
CCOc1ccccc1-n1c(O)c(C=NCc2ccc3c(c2)OCO3)c(=O)[nH]c1=O,-19%,-2.7%,-3%,6%,1%,1.1,7.4%,0%,-2%
CC(Cl)(Cl)/C(=N/P(=S)(N1CCOCC1)N1CCOCC1)N1CCOCC1,4%,x,x,20%,-10%,x,-0.3%,x,36%
Cc1ccc(NC(=O)CCNC(=O)N2C[C@H]3C[C@@H](C2)c2cccc(=O)n2C3)c(C)c1,-5%,x,x,7%,-5%,x,-6.1%,x,-10%[20 µM]
Cc1c(NC(=O)C(C)OC(=O)Cc2ccccc2)c(=O)n(-c2ccccc2)n1C (stereo not given),-8%,-11%,7%,-1%,-5%,1.1,-3.8%,1%,13%

# Screens (PubChem)

# An excerpt; rates above refer to the full screens.
